Source: PubChem
TCR act – Activators of T cell receptors: qHTS campaign | 330,000 tested, under 10 active | primary human leukocytes, anti-CD3, IL-2 HTRF, 48 h | Potency, µM (titrated, usually from 9.22 µM), without a hit: at the highest dose activation of IL-2 secretion, most hits filed as activators; also: % of control where 0% means no effect
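Primary human leukocytes receive a-CD3 beads and test compound and are incubated 48 hr. Secreted IL-2 is then assayed by HTRF, measuring 665nm acceptor emission after 320nm excitation of the europium donor.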
TRPV1 ag – HTS Assay for Compounds that Act as Agonists of the Vanilloid Receptor 1; Transient receptor potential cation channel subfamily V member 1 (Homo sapiens), Q8NER1; TRPV1-expressing cells, Fluo-8 calcium influx, agonist mode; activation, % at 8.33 µM; hit rate 0.19% among 320,000; in the data active = activation above about 80%; inconclusive = between about 30% and that limit; also: 0% is about no effect
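TRPV1-expressing cells were cultured overnight at 35.5C and loaded with Fluo-8 calcium dye for 40 to 90 min at room temperature. After a 10 s baseline, compound was added and calcium influx was read kinetically for 3 min (ex 480/em 520 nm).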
ELG1 DNA repair – qHTS screen for small molecules that inhibit ELG1-dependent DNA repair in human embryonic kidney (HEK293T) cells expressing luciferase-tagged ELG1; HEK293T ELG1-luciferase reporter, luminescence, 16 h; DNA damage induced by 5-fluorouridine; Potency, µM (doses to about 46.1 µM), inactives show at the highest dose activity change, negative = inhibition, usual class: inhibitors; hit rate 2.3% among 330,000; also: potency is read from the fitted curve at half-maximal effect; % is scaled to controls: 0 for no effect and ±100 for the full control effect; nearly all actives have a fitted effect of over 55% in size
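5-Fluorouridine DNA damage + compound/DMSO, 2,000 cells/well, 16 h, 37 °C/5% CO2. ONE-Glo, 30 min RT, luminescence. Readout = decrease in reporter signal.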
Eya2 phos inh – qHTS Assay for Inhibitors of the Phosphatase Activity of Eya2 | Protein phosphatase EYA2 (Homo sapiens), O00167 | recombinant Eya2, OMFP fluorescence dephosphorylation (OMFP is methylfluorescein phosphate) | Potency, µM (highest dose often 76.9 µM), without a hit: at the top dose activity, negative = inhibition, actives largely listed as inhibitors | hit rate 0.006% among 330,000; also: potency is read from the fitted curve at half-maximal effect; % is scaled to controls: 0 for no effect and ±100 for the full control effect
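Eya2 (0.2 uM) preincubated 10 min at ambient with compound, then OMFP substrate added at 50 uM; 10 min reaction in 50 mM HEPES pH 7.5, 50 mM NaCl, 5 uM MgCl2, 0.05% BSA, 1 mM DTT. Fluorescence read at Ex 485/Em 525 nm.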
KCNH2 3.1 block – qHTS for Inhibitors of KCHN2 3.1: Mutant qHTS; U2OS KCNH2 3.1, thallium flux FluxOr; active compounds read low; activity change, % (tested at about 1.8 µM); hit rate 0.95% among 340,000; AID 720553, 2013;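 active = maximum activity change below -70%; inconclusive = maximum activity change from -70% to -50%; inactive = maximum activity change above -50%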;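 also: thallium influx rate constant from kinetic fluorescence after stimulation buffer; % is scaled to controls: 0 for no effect and ±100 for the full control effect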
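Thallium flux read-out: FluxOr dye with Red40 quencher in HBSS/HEPES, 45 min at RT. Rate constants from kinetic reads were normalized to positive and negative DMSO controls. Cells: U2OS virally expressing the 3.1 isoform.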
USP2a inh – qHTS Assay for Inhibitors of Ubiquitin-specific Protease USP2a Using CHOP2 as the Reporter. Ubiquitin carboxyl-terminal hydrolase 2 (Homo sapiens), O75604. USP2 core, Ub-CHOP2 coupled fluorogenic reporter, 485/531. Potency, µM (top dose mostly 38.3 µM), for the others: top-dose activity change, negative = inhibition, actives largely listed as inhibitors. hit rate 0.01% among 330,000;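 also: potency is read from the fitted curve at half-maximal effect; plate controls were DMSO wells for no effect and full inhibition by NEM control for full effect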
Target sequence (O75604 whole entry, looked up): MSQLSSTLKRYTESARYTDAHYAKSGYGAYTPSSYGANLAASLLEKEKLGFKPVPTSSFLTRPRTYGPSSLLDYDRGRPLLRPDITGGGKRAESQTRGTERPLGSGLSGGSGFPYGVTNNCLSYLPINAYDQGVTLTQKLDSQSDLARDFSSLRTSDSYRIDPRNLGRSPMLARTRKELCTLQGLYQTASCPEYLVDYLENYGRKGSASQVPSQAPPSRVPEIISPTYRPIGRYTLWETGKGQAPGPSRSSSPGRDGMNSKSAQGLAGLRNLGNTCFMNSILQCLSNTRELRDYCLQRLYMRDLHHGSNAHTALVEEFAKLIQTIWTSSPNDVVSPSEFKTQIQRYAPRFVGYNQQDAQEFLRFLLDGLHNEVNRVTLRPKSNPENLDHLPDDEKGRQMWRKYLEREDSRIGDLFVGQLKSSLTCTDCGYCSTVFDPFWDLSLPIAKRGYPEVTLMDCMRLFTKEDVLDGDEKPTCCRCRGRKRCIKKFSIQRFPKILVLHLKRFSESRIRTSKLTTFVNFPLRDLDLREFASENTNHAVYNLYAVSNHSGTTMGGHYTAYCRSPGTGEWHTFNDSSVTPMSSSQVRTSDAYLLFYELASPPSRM
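Deubiquitinase activity read as fluorescence (485/531 nm) after Ub-CHOP2 cleavage activates the enterokinase reporter on its substrate; USP2 core 10nM, Ub-CHOP2 and substrate 25nM each, 30min compound preincubation then 60min RT; data normalized to NEM, curves fitted.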
KCNH2 WT inh – qHTS for Inhibitors of KCHN2 3.1: Wildtype qHTS | Voltage-gated inwardly rectifying potassium channel KCNH2 (Homo sapiens), Q12809 | U2OS, BacMam KCNH2, thallium flux FluxOr; active compounds read low | activity change, % at 1.84 µM | hit rate 0.37% among 340,000;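 active = maximum activity change below -70%; inconclusive = maximum activity change between -70% and -50%; inactive = maximum activity change above -50%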; also: % is scaled to controls: 0 for no effect and ±100 for the full control effect
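U2OS cells transduced with wild-type KCNH2 virus are loaded with FluxOr dye for 45 min, and thallium flux is measured in kinetic reads before and after stimulation buffer. Rate constants are normalized to DMSO controls.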
TSHR antagonist – Antagonists of the Thyroid Stimulating Hormone Receptor: HTS campaign; activity change, negative = inhibition, % at 11.5 µM; AID 504810, 2011; TSHR-expressing cells, TSH-stimulated cAMP HTRF, 2 h; active compounds read low; hit rate 0.2% among 330,000;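 active = activity change below a set negative limit, meaning inhibition stronger than a set level, cut at about -70% in these data; inconclusive = activity change between two set negative limits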; also: % is scaled to controls: 0 for no effect and ±100 for the full control effect
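TSHR-expressing cells were treated with compounds, then stimulated with TSH at EC80 (4nM final) for 2 hours at 37 deg C. Cellular cAMP was measured by HTRF competition between lysate cAMP and cAMP-d2 for a cryptate-labelled anti-cAMP antibody.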
Mito fusion act – qHTS Assay for Small Molecule Inhibitors of Mitochondrial Division or Activators of Mitochondrial Fusion | S. cerevisiae fusion-defective mutant growth rescue, CellTiterGlo 48 h | Potency, µM (series often up to 46.1 µM), without a hit: at the highest dose growth rescue (activation), most hits filed as activators | hit rate 0.23% among 320,000;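 also: potency is read from the fitted curve at half-maximal effect; % of control where 0% means no effect; nearly all actives have a fitted effect of over 45% in size; temperature-sensitive fusion mutants such as fzo1-1 at 37 °C on non-fermentable ethanol glycerol medium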
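S. cerevisiae fusion-defective temperature-sensitive mutants (e.g. fzo1-1, mgm1-5) grown 48 h at 37C in YPEG (ethanol/glycerol non-fermentable) medium with 23 nl compound per well; growth rescue read as CellTiterGlo luminescence.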
AT treatment – qHTS Assay for Identifying a Potential Treatment of Ataxia-Telangiectasia; […] A-T fibroblasts, KAP-1 phosphorylation AlphaLISA; neocarzinostatin DNA damage 30 min before lysis; Potency, µM (top dose mostly 57.5 µM), for the others: at the highest dose activation, hits mostly activators; hit rate 0.19% among 320,000; AID 485349, 2010; also: potency is read from the fitted curve at half-maximal effect; % of control where 0% means no effect; nearly all actives have a fitted effect of over 45% in size
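ATM-like activity read as KAP-1 phosphorylation via AlphaLISA donor/acceptor antibody pairs after lysis and 6 hr at 25C. Cells were ATM-null patient fibroblasts ([…], hTERT), dosed 60 min, then exposed to the DSB inducer NCS for 30 min.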
* = called active by the depositor; ? = inconclusive; nt = not tested or not shown; [ ] = dose if it differs, or a comment. Unless noted, calls follow the shape of the dose curve; as a rule, active = well fitted curve in the direction sought with a large enough effect; inconclusive = small, poorly fitted or top-dose-only effect, or another doubt; inactive = no such curve, though single readings can be large; an effect the other way counts as inactive or inconclusive. These rows are one share of the data; rates above refer to the full screens.

no.	SMILES	TCR act	TRPV1 ag	ELG1 DNA repair	Eya2 phos inh	KCNH2 3.1 block
1	COc1ccc(-c2c(C#N)c(SCc3c(C)noc3C)nc3c2C(=O)CC(C)(C)C3)cc1	2%	nt	1%	16%	29
2	O=C1CCC(=O)N1CC1CC2CCC1C2 (stereo not drawn)	-2%	1	11%	-18%	2
3	N#C/C(=C(/O)c1ccc(Cl)c([N+](=O)[O-])c1)c1nc2ccccc2[nH]1	0%	nt	8.2µM*	-5%	7
4	CCc1ccc2c(c1)C(C)=CC(C)(C)N2	8%	1	11%	15%	5
5	COCCNC(=O)C(c1ccncc1)N(C(=O)c1sc(C)nc1C)c1cccc(C)c1 (stereo not drawn)	-3%	3	?	5%	21
6	CCc1cccc(C)c1NC(=O)CN(C)Cc1ccccc1F	-3%[46.1 µM]	14	-7%	1%	-11
7	O=C(Nc1ccc(NC(=O)C2CCCCC2)nc1)c1cccs1	-5%	2	?	0%	-11
8	Cc1cc(=O)oc2c3c4c(cc12)OCCN4CCC3	-2%[46.1 µM]	18	-12%	4%	-11
9	COc1ccc(Br)cc1CN1CCCC(C(=O)N2CCCCC2)C1 (stereo not drawn)	4%	17	-10%	2%	5
10	Cc1cc(/C=C2/SC(=S)N(c3ccc([N+](=O)[O-])cc3)C2=O)c(C)n1-c1cccnc1	2%[46.1 µM]	-3	-11%	1%	-3
11	CC(C)[C@H](NC(=O)c1c(F)cccc1F)C(=O)N1CCN(c2ccc(F)cc2)CC1	0%	-2	?	0%	-18
12	Cc1c(NC(=O)c2cc(CC(C)C)on2)c(=O)n(-c2ccccc2)n1C	1%	-3	0%	-1%	-1
13	Cc1ccc(S(=O)(=O)N2CCN(C(=O)C(C)Cn3nc(C)c(C)c3C)CC2)cc1 (stereo not drawn)	-2%	-2	2%	-8%	1
14	Cc1ccc(SCCC(=O)OCC(=O)Nc2ccc(C(N)=O)cc2)cc1	7%	27	14%	0%	-3
15	CCC(C)c1ccccc1O (stereo not drawn)	-4%	-1	9%	10%	-8

no.	USP2a inh	KCNH2 WT inh	TSHR antagonist	Mito fusion act	AT treatment
1	2%	-5	6	8%	0%
2	0%	8	22	3%	2%
3	0%	3	-11	7%	-3%
4	-1%	-8	9	4%	0%
5	-1%	-9	0	5%	0%
6	5%	1	-9	22%	-2%
7	5%	-11	-2	0%	4%
8	11%	-9	37	0%	nt
9	1%	36	-2	-1%	-4%
10	1%	-8	-2	-10%	-1%
11	0%	?	15	11%	1%
12	2%	-19	-1	4%	4%
13	2%	11	-5	4%	2%
14	0%	1	1	-5%	-1%
15	1%	-8	7	-1%	10%

Continued:
no.	SMILES	TCR act	TRPV1 ag	ELG1 DNA repair	Eya2 phos inh	KCNH2 3.1 block
16	O=C(c1cnn2cccnc12)N1CCN(c2ccccc2)CC1	-37%	13	?	-1%	10
17	O=C1CCN(Cc2ccc(Br)cc2)CCN1CCO	-3%	2	9%	7%	8
18	COc1ccc(NC(=O)C2CCC(=O)N2)cc1 (stereo not drawn)	2%	-5	6%	0%	30
19	COc1cccc(C(C(=O)NC(C)(C)C)N(CCC(C)C)C(=O)CCC(=O)Nc2cc(C)on2)c1OC (stereo not drawn)	-5%	9	2%	-3%	6
20	COc1ccc(CNC(=O)C(C)N2CCN(c3ccc(C(C)=O)cc3)CC2)cc1 (stereo not drawn)	-5%	1	-6%	13%	16
21	C=CCN1C(=O)/C(=C/c2ccsc2)SC1=S	3%	8	-7%	6%	-26
22	O=c1ccc2cc(S(=O)(=O)N3CCN(c4ccccc4F)CC3)ccc2o1	4%	10	-16%	-9%	8
23	COc1ccccc1C(=O)NC(=O)COC(=O)c1ccc(Cl)nc1	4%	-4	16%	-10%	-5
24	NC(=O)CSc1nnc(COc2ccccc2)n1N	-1%	-3	0%	-9%	8
25	CN(C(=O)COc1cc(C(F)(F)F)nn1C)c1ccccc1	8%	0	-3%	2%	-1
26	O=C(CCCOc1ccc(Cl)cc1)NC1CCCCC1	4%	28	0%	-3%	9
27	CN1CCN(C(CNC(=O)Nc2ccc(Cl)cc2)c2ccc(F)cc2)CC1 (stereo not drawn)	3%	4	-1%	-2%	-6
28	COC(=O)c1cc(NC(=O)CSc2nncn2C)cc(C(=O)OC)c1	-1%	-2	-4%	3%	0
29	C=CCNC(=S)Nc1ccc(Br)cc1F	-1%[46.1 µM]	7	11%	-12%	18
30	CSc1nc(=O)n(-c2ccccc2)c(C)c1C(C)=O	0%	0	?	11%	8

no.	USP2a inh	KCNH2 WT inh	TSHR antagonist	Mito fusion act	AT treatment
16	-4%	5	5	3%	2%
17	1%	-2	-4	0%	12%
18	-2%	4	4	-3%	5%
19	2%	-2	4	5%	0%
20	-1%	17	-5	23%	2%
21	2%	-8	7	-3%	3%
22	-8%	-8	-10	9%	2%
23	0%	-18	3	-2%	-13%
24	4%	-12	0	21%	-1%
25	0%	nt	15	2%	7%
26	1%	8	-4	-2%	7%
27	2%	3	-6	-15%	8%
28	4%	0	-8	-3%	-5%
29	3%	14	-4	-5%	7%
30	-2%	-26	1	-3%	9%

Compounds listed so far that have two or more sulfur atoms (2):
no.	SMILES	TCR act	TRPV1 ag	ELG1 DNA repair	Eya2 phos inh	KCNH2 3.1 block
10	Cc1cc(/C=C2/SC(=S)N(c3ccc([N+](=O)[O-])cc3)C2=O)c(C)n1-c1cccnc1	2%[46.1 µM]	-3	-11%	1%	-3
21	C=CCN1C(=O)/C(=C/c2ccsc2)SC1=S	3%	8	-7%	6%	-26

no.	USP2a inh	KCNH2 WT inh	TSHR antagonist	Mito fusion act	AT treatment
10	1%	-8	-2	-10%	-1%
21	2%	-8	7	-3%	3%

Next section:
no.	SMILES	TCR act	TRPV1 ag	ELG1 DNA repair	Eya2 phos inh	KCNH2 3.1 block
31	CCCCOc1cc(C)nc(NCc2ccccc2)n1	7%	-2	0%	9%	1
32	C=CCn1c(SCC(=O)Nc2ccc3c(c2)CCC3)nc2ccccc2c1=O	2%[46.1 µM]	-2	?	-2%	-7
33	COc1cc(NC(=O)c2ccccc2)c(OC)cc1NC(=O)Cc1cccs1	1%	15	?	-19%	2
34	C/C(=N\Nc1ncc(Cl)cc1Cl)c1cccs1	nt	4	?	-1%	nt
35	Cc1cc(C)nc(N2CCCC(C(=O)Nc3nnc(C(C)(C)C)s3)C2)n1 (stereo not drawn)	-1%	1	-1%	15%	-12
36	COc1ccc(N2CCN(C(=O)COc3ccc4c(C)cc(=O)oc4c3)CC2)cc1	-5%	1	-22%	3%	16
37	CNC(=S)N1CCC(Cc2ccccc2)CC1	2%	?	13%	-7%	-6
38	c1ccc(-c2csc(NC3CCCCC3)n2)cc1	-2%	-2	?	-7%	9
39	Cc1ccc(-c2oc3ccccc3c(=O)c2O)cc1	-1%	23	?	-18%	-8
40	COc1ccccc1Nc1nc(-c2cccc([N+](=O)[O-])c2)cs1	0%	-1	?	0%	-10

no.	USP2a inh	KCNH2 WT inh	TSHR antagonist	Mito fusion act	AT treatment
31	-11%	-1	16	4%	17%
32	1%	-10	25	-11%	7%
33	0%	6	7	17%	-3%
34	2%	nt	3	-12%	-14%
35	-1%	nt	-4	-2%	11%
36	4%	0	-9	6%	-6%
37	-1%	-29	-11	-9%	1%
38	-2%	-7	6	-11%	-11%
39	-1%	-13	6	-6%	6%
40	-8%	-3	1	13%	35%

Individual results from the results shown.
Cc1ccc(-c2oc3ccccc3c(=O)c2O)cc1 @ Mito fusion act = -6%
C/C(=N\Nc1ncc(Cl)cc1Cl)c1cccs1 @ Eya2 phos inh = -1%

Single records, as listed above. Screens in order: TCR act	TRPV1 ag	ELG1 DNA repair	Eya2 phos inh	KCNH2 3.1 block	USP2a inh	KCNH2 WT inh	TSHR antagonist	Mito fusion act	AT treatment
`Cc1cc(=O)oc2c3c4c(cc12)OCCN4CCC3` is listed with -2%[46.1 µM]	18	-12%	4%	-11	11%	-9	37	0%	nt
`COc1ccc(NC(=O)C2CCC(=O)N2)cc1` (stereo not drawn) is listed with 2%	-5	6%	0%	30	-2%	4	4	-3%	5%
